697 NFkB inh: inhibitors of the PMA/ionomycin-induced NF-kB reporter in 697 B cells; 697 B-cell NF-kB luciferase reporter, 16 h; inhibition, % at 4 µM; 0.33% of 330,000 active; AID 435022; in the data active = inhibition above about 35%
EBI2 block: EBI2 (human) antagonism; P32249; EBI2 beta-arrestin recruitment, luminescence, 7a,25-OHC stimulated; inhibition, % at 5 µM; 0.81% of 360,000 active; AID 651636; in the data active = inhibition above about 38%;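 also: enzyme fragment complementation signal reports receptor beta-arrestin coupling in cells; 0% = agonist plus DMSO wells and 100% = wells without agonist; some results beyond the cut were filed as inactive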
CCR6 antag: antagonists of human CCR6 receptor; CHO-K1 CCR6 PathHunter beta-arrestin, luminescence, CCL20-stimulated; 0.49% of 340,000 active; inhibition, % at 20 µM;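 active = compounds whose inhibition of the agonist-driven luminescence signal at 20 µM reaches about 50%, limit read from the data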;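 also: cells stimulated with CCL20 at 14 nM final; plate controls were DMSO with CCL20 for no effect and DMSO without agonist for full effect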
Target sequence (P51684 whole entry, looked up): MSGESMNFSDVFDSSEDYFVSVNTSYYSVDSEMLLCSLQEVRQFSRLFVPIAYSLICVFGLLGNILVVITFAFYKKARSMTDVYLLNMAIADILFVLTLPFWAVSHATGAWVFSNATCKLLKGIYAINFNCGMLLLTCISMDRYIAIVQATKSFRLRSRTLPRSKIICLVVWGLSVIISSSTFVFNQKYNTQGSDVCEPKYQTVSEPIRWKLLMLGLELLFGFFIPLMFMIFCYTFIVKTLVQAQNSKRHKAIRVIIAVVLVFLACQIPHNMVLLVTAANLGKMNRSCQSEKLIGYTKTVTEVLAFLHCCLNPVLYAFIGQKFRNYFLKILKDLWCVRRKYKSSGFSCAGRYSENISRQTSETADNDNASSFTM
Gli-Sufu block: blocks Gli-Sufu signaling in a luciferase reporter | Sufu-KO-LIGHT fibroblasts, Gli luciferase reporter luminescence | inhibition, % at 5 µM | 0.74% of 340,000 active | AID 588413;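 active = inhibition above about 55%, limit read from the data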;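 also: 0% = DMSO-treated cells and 100% = wells with medium but no cells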
Apaf-1 inh: human Apaf-1 inhibition | O14727 | reconstituted apoptosome caspase-3 activity, DEVD-Rh110 fluorescence | inhibition, % at 20 µM | 0.71% of 330,000 active | AID 489030; active = inhibition of at least 40% at 20 µM;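 also: plate controls were DMSO wells for no effect and DEVD-CHO caspase inhibitor wells for full effect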
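detection = Rh110 fluorescence intensity | test system = biochemical Apaf-1 apoptosome reconstitution | also added = cytochrome c and DEVD-Rh110 substrate | schedule = 30 min plus 50 min, RT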
UBC13 inh: blocks human UBC13 polyubiquitin chain formation | P61088 | TR-FRET | inhibition, % at 20 µM | 0.47% of 330,000 active; in the data active = inhibition above about 45%, passing the limit was not always enough
Target sequence (P61088 whole entry, looked up): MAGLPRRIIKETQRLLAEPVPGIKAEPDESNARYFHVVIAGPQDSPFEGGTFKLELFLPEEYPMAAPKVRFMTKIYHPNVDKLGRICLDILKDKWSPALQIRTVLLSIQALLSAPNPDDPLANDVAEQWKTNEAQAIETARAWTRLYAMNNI
Jurkat NFkB inh: lowers PMA/ionomycin-induced NF-kB signal in Jurkat cells; inhibition, % at 4 µM; 0.53% of 330,000 active; PMA/ionomycin-induced NF-kB luciferase reporter, luminescence; AID 435003
SENP8 inh: inhibitors of human SENP8 protease; Q96LD8; purified SENP8, Z-RLRGG-aminoluciferin cleavage, luminescence; AID 2540; inhibition, % at 10 µM; 1.2% of 330,000 active
Target sequence (Q96LD8 whole entry, looked up): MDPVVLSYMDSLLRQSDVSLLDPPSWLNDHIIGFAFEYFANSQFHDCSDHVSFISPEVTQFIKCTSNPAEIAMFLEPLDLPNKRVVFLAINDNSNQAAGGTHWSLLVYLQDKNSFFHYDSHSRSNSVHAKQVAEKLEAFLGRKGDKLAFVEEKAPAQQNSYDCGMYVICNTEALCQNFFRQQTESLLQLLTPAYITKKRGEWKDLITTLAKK
* marks the source's active call; other numbers are inactive results; . = not tested or not shown. Rule as the data show it, unless noted: active = inhibition above about 50%; inactive = the rest. Not all compounds are listed. The share of hits here may be higher or lower than overall.

SMILES	697 NFkB inh	EBI2 block	CCR6 antag	Gli-Sufu block	Apaf-1 inh	UBC13 inh	Jurkat NFkB inh	SENP8 inh
Cn1c(=O)n(C)c2cc(C(N)=O)ccc21	4	-2	1	-1	-19	4	21	4
CCOc1cc(NC(=O)c2cccs2)c(OCC)cc1NC(=O)CCC(=O)NCc1ccccn1	1	.	6	1	-5	-9	15	-1
CCC(C)(C)NC(=O)CN(C(=O)c1csnn1)c1ccccc1-c1ccccc1	4	0	-4	2	14	-4	-17	-8
CCn1c(SCC(=O)Nc2ccccc2C(=O)OC)nnc1-c1cccc(C)c1	9	10	-14	-8	1	1	5	6
CC(=O)C1C(=O)CC(c2ccc(Cl)cc2)CC1=O (stereo not drawn)	8	-5	0	2	-1	5	2	1
COc1ccc(-n2nc(C(N)=O)c(O)cc2=O)cc1	7	4	0	2	0	1	-3	-2
Fc1ccc(-n2nnc(-c3cccnc3Cl)n2)cc1	-152	-8	9	-115	3	-12	-152	72*
O=C(Nc1ccccc1C(=O)N/N=C/c1ccco1)c1ccc(F)cc1	-9	-4	1	-2	-4	-9	-6	-16
CN(C)c1ccc(C(=S)N2CCCCC2)cc1	-2	-7	9	-14	-335	-2	-20	2
COCCNC(=O)C(c1ccc(C)o1)N(Cc1ccco1)C(=O)c1snc(C(N)=O)c1N (stereo not drawn)	-4	0	6	6	-3	13	-5	-11
CCNc1nc(NCC)nc(OCCOC(=O)c2ccccc2)n1	-3	-6	-3	-2	2	-6	3	3
COc1cc(/C=C/C(=O)O)cc(S(=O)(=O)Nc2cccc(S(=O)(=O)N3CCOCC3)c2)c1OC	-2	2	4	-1	-3	6	2	3
COC(=O)c1cc2sc(Cl)cc2n1CC(=O)NCC1CCCO1 (stereo not drawn)	-18	-2	1	-2	1	-8	12	4
O=C(CNC(=O)c1ccccc1F)c1ccccc1	-99	-11	9	-55	-1	5	-99	27
Cc1nc2ccccn2c1C(=O)NN	2	-23	-10	-10	0	-3	-6	-4
COC(=O)C1=C(N)Oc2cc(C)[nH]c(=O)c2C1c1cccnc1 (stereo not drawn)	10	17	-16	-2	-8	7	18	1
COc1ccc(S(=O)(=O)N2CCCCC2)cc1NC(=O)CCNC(=O)c1ccc(Br)cc1	-21	7	13	8	13	4	18	16
C/C(=N\NC(=O)c1ccc(Br)cc1)C1C(=O)c2ccccc2C1=O	-75	-1	26	-5	11	-19	-30	94*
Cc1ccc(N2C(=O)C3C4CCC(O4)C3C2=O)c(OC(F)F)c1 (stereo not drawn)	12	-1	5	-8	-4	-4	-2	3
CNc1ccc(S(=O)(=O)NCC(=O)OCC(=O)Nc2cccc(Cl)c2Cl)cc1[N+](=O)[O-]	-6	1	14	-9	13	-20	-7	-8
CN(C)C(=O)C(=O)c1cccn1-c1ccccc1C#N	16	1	2	-5	0	-6	14	1
Nc1cc(C(=O)c2ccccc2)ccc1[N+](=O)[O-]	8	-3	7	-4	0	-5	6	2
O=[N+]([O-])c1ccccc1S(=O)(=O)n1cnc2ccccc21	2	10	-1	-14	-8	4	-3	-3
Cc1ccc(/C=N/NC(=O)Cn2cncn2)cc1	-3	5	9	2	5	-4	-8	-4
CCn1cc(CN2CCc3c([nH]c4ccccc34)C2c2ccc(F)c(OC)c2)c(C)n1 (stereo not drawn)	8	19	8	-17	3	5	-15	8
CC(C)c1nc(C(=O)N2CCCC(CCC(=O)N(C)CCc3ccccn3)C2)cs1 (stereo not drawn)	3	-12	-10	-5	-20	0	-10	-2
Oc1ccc(-c2c(-c3ccsc3)sc3ccccc23)cc1	-23	-6	9	-5	4	-6	-21	-12
CSc1ccccc1NC(=O)Cn1c([N+](=O)[O-])cnc1C	3	9	9	12	4	2	-12	-5
Cc1cccc(OCCNC(=S)NC(=O)c2cccnc2)c1	-14	-4	22	1	4	10	6	-8
Cc1cc(=O)n2[nH]c(-c3ccco3)nc2n1	14	-3	0	-4	-19	-8	13	-3
Clc1ccc(CN2CCN(c3ncccn3)CC2)c(Cl)c1	-20	16	12	2	9	-3	6	-10
COc1ccc2c(OC)c3ccoc3nc2c1OC	-9	0	0	-19	-9	12	-3	-7
CCc1ccc(-c2cc(C)no2)cc1S(=O)(=O)N1CCOc2ccccc21	-68	18	12	-5	13	-6	4	8
NC(=O)N/N=C/c1cn(-c2ccccc2)nc1-c1cccnc1	19	.	-2	4	8	0	6	-11
NC(=O)c1nsc(C(=O)N(Cc2ccc(F)cc2)C(C(=O)NC2CCCC2)c2ccco2)c1N (stereo not drawn)	-5	-3	4	2	12	15	-4	-6
CCCn1c(=S)[nH]c2ccccc2c1=O	7	0	8	1	1	30	-3	7
Cc1nn(CC(=O)N2CCN(c3ccccc3)CC2)c(C)c1[N+](=O)[O-]	-14	28	5	3	-2	-8	-11	-10
CCOCCCNC(=O)c1ccc2nc(-c3ccc(OC)c(OC)c3)c(-c3ccc(OC)c(OC)c3)nc2c1	8	1	9	12	2	1	-27	-4
Cc1cc(C)cc(NS(=O)(=O)c2csc(C(N)=O)c2)c1	4	2	12	15	11	7	-8	-14
CCC(=O)Nc1nnc(/C=C/c2ccc(OC)cc2)s1	-55	12	-2	-26	-14	10	-45	-18
COc1cccc(C(=S)N2CCCC2)c1OC	11	-1	0	1	3	10	4	-6
O=C(c1cccs1)N(Cc1cc2ccccc2[nH]c1=O)CC1CCCO1 (stereo not drawn)	-18	-1	1	20	1	-3	-20	-5
CCOC(=O)C1=C(COC(=O)c2sccc2C)NC(=O)NC1C (stereo not drawn)	9	-6	-1	-9	-6	5	-4	-7
CCOc1ccc(Nc2cc(C)c3ccccc3n2)cc1	-55	29	3	-26	19	4	-74	-2
O=S(=O)(Nc1nc2ccccc2nc1NCc1ccco1)c1ccc(F)cc1	5	-2	-8	11	2	-12	13	-3
CCCCNc1nc(CC(C)=O)ns1	-17	1	-1	-1	-1	-7	-1	-8
O=c1sc(Nc2ccccc2)nc2ccccc12	-21	-9	6	4	-25	6	9	-5
O=c1cnnc(Nc2ccc(Nc3ccccc3)cc2)[nH]1	3	4	4	-8	1	-3	-18	0
COCCNC(=O)CCc1nnc(C2(c3ccc(Cl)cc3)CCC2)o1	-7	8	11	1	-10	3	6	-7
O=C(NCCN1CCOCC1)c1cc(-c2ccccc2Cl)nc2ccccc12	1	-1	3	6	-9	3	6	-1
O=C(NCCc1csc(-c2ccc(C(F)(F)F)cc2)n1)c1cccs1	-11	2	8	5	24	0	20	-7
O=C(O)c1ccc(NC(=O)c2cn(-c3ccccc3)nc2-c2ccccc2)cc1	-51	-13	3	-28	9	0	-4	-1
Cc1nc2ccc3nc(NC(=O)c4ccco4)sc3c2s1	-110	-7	-10	-34	4	-1	-68	-10
CCOc1ccc(S(=O)(=O)N2CCC(C(=O)NCc3ccncc3)CC2)cc1Cl	11	0	8	-6	2	-1	15	0
CCc1ccc(N/C(SCc2cccc(F)c2)=C(/C#N)C(=O)NCc2ccco2)cc1	-10	5	24	13	8	-3	-9	11
O=c1cc(CO)oc(CN2CCN(CCO)CC2)c1O	-5	-6	5	-2	-2	12	11	-4
O=C(N/N=C/c1ccncc1)c1cccc([N+](=O)[O-])c1	-3	.	.	.	6	-20	-19	-10
Clc1cccc(OCc2nc(-c3ccncc3)n[nH]2)c1	3	1	-4	-1	6	1	2	-11
COc1ccc(OC)c(Nc2cc(C)nc3nc(C)nn23)c1	-19	-1	2	-2	3	2	22	-13
CCOC(=O)c1c(C)[nH]c(C)c1C(=O)COC(=O)/C=C/c1cccc(Cl)c1	17	18	25	1	4	8	3	-1

(further entries)
SMILES	697 NFkB inh	EBI2 block	CCR6 antag	Gli-Sufu block	Apaf-1 inh	UBC13 inh	Jurkat NFkB inh	SENP8 inh
OC(CNC1CCCC1)COCCOc1ccc(Br)cc1 (stereo not drawn)	22	-17	12	8	-22	9	-4	5
Cc1ccccc1OCC(=O)OCC(=O)N1CCCc2ccccc21	8	-8	20	-4	9	1	-8	4
COc1ccc2[nH]cc(C(=O)CN3CCN(C(=O)c4ccco4)CC3)c2c1	-25	-9	2	14	11	-10	-24	-5
COCCN(C(=O)CCSc1ccc(F)cc1)c1c(N)n(Cc2ccccc2)c(=O)[nH]c1=O	16	-4	9	-13	-7	4	-5	1
COc1ccc(NC(=O)c2[nH]c(C)c(C(C)=O)c2C)cc1Cl	3	-2	-11	-17	0	4	-14	3
CC(C)(C)Sc1nc(O)cc(=O)[nH]1	20	-7	0	11	-6	13	22	0

Some of these compounds in order of molecular weight, highest first:
SMILES	697 NFkB inh	EBI2 block	CCR6 antag	Gli-Sufu block	Apaf-1 inh	UBC13 inh	Jurkat NFkB inh	SENP8 inh
COCCN(C(=O)CCSc1ccc(F)cc1)c1c(N)n(Cc2ccccc2)c(=O)[nH]c1=O	16	-4	9	-13	-7	4	-5	1
CCOc1ccc(S(=O)(=O)N2CCC(C(=O)NCc3ccncc3)CC2)cc1Cl	11	0	8	-6	2	-1	15	0
OC(CNC1CCCC1)COCCOc1ccc(Br)cc1 (stereo not drawn)	22	-17	12	8	-22	9	-4	5
Cc1ccccc1OCC(=O)OCC(=O)N1CCCc2ccccc21	8	-8	20	-4	9	1	-8	4
COc1ccc(NC(=O)c2[nH]c(C)c(C(C)=O)c2C)cc1Cl	3	-2	-11	-17	0	4	-14	3
Cc1nc2ccc3nc(NC(=O)c4ccco4)sc3c2s1	-110	-7	-10	-34	4	-1	-68	-10
COc1ccc(OC)c(Nc2cc(C)nc3nc(C)nn23)c1	-19	-1	2	-2	3	2	22	-13
Clc1cccc(OCc2nc(-c3ccncc3)n[nH]2)c1	3	1	-4	-1	6	1	2	-11
O=c1cc(CO)oc(CN2CCN(CCO)CC2)c1O	-5	-6	5	-2	-2	12	11	-4
O=C(N/N=C/c1ccncc1)c1cccc([N+](=O)[O-])c1	-3	.	.	.	6	-20	-19	-10
CC(C)(C)Sc1nc(O)cc(=O)[nH]1	20	-7	0	11	-6	13	22	0

Screening data deposited in PubChem by Sanford-Burnham Center for Chemical Genomics.
